# HIF activator: HIF pathway transcriptional activators, primary screen, cell-based, U2OS HRE-luciferase, luminescence; U2OS HRE-luciferase reporter; normalized: DMSO 0%, desferrioxamine 100%; activation, % at 7.5 µM (by protocol); hit rate 0.32% among 300,000; AID 1910, 2009;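 active = mean activation of at least 10% of the iron chelator positive control signal, with at least half of replicates also reaching 10%; inconclusive = mean and replicate majority disagree about reaching 10%; inactive = mean and most replicates under 10%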
# KLF5 inhibitor: KLF5 expression inhibitors, primary screen, DLD-1 cells, luminescence; hit rate 0.23% among 290,000; DLD-1 KLF5 promoter-luciferase reporter; inhibition, % at 5 µM;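 active = inhibition above a per-plate limit of that plate's mean compound inhibition plus 3 SD, cut at about 60% in these data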;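 also: 0% = DMSO wells and 100% = LY294002 at 200 µM; higher means less KLF5 promoter-driven luciferase light; inactives centre near -14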
# IEC-6 cytotox: cytotoxicity in IEC-6 intestinal epithelial cells, primary screen, cytotoxicity control for KLF5 inhibitor project, cell-based, luminescence. IEC-6 cytotoxicity, luminescence viability. inhibition, % at 5 µM. hit rate 0.78% among 290,000. AID 1825, 2009; in the data active = inhibition above about 22%;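 also: 0% = plate median of test compound wells and 100% = cytotoxic reference compound wells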
# SKKanGAS inh: S. pyogenes SKKanGAS growth inhibitors in kanamycin, primary screen, streptokinase expression inhibitor project, SKKanGAS strain, BacTiter-Glo luminescence; inhibition, % at 7.5 µM; hit rate 1.3% among 300,000; 6 h;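 active = mean replicate score, as percent of positive control median, at least 50; inconclusive = mean below 50 but one replicate at or above 50; inactive = mean and every replicate below 50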;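 also: strain carries kanamycin resistance gene driven by streptokinase promoter and grows in 40 µg/ml kanamycin; loss of luminescence reflects streptokinase promoter inhibition or plain growth inhibition; 0% = median of DMSO wells and 100% = positive control at its reference dose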
# AI-2 QS mod: Vibrio harveyi AI-2 quorum sensing modulators, primary screen, JMH597 strain, luminescence/OD600 ratio; activity change, % at 7.5 µM; Vibrio harveyi JMH597 AI-2 luminescence/OD600 ratio, 9 h; hits give low values; strain lacks LuxN and CqsS sensors; 0 = neutral-control median; AID 2094, 2009; hit rate 0.4% among 300,000; in the data active = activity change below about -75%, passing the limit was not always enough; inconclusive = no clear call, values can overlap the other calls;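 also: luminescence divided by OD600 gain over 9 h not by final OD600 alone; inactives centre near 13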
# HSF1 activator: HSF-1 activators, primary screen, NIH3T3-HGL cells, MG132 stress, luminescence, single point; NIH3T3-HGL HSF-1 luciferase reporter, 8 h; 100% = twice DMSO control signal; hit rate 1.7% among 300,000; activation, % at 9 µM;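 active = mean replicate activation of at least 50% with a set share of replicates each reaching 50%; inconclusive = only one of those two conditions met; inactive = mean below 50% and too few replicates reaching it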;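 also: 0% = median of the neutral control wells and 100% = twice that signal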
# aSyn 5UTR inh: MLPCN primary screen, SNCA 5' untranslated region. alpha-synuclein 5'UTR reporter, inhibitor activity. inhibition, % (tested at 7.5 µM). hit rate 0.82% among 300,000. AID 1813, 2009; in the data active = inhibition above about 60%; inconclusive = no clear call, values can overlap the other calls;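 also: H4 neuroglioblastoma cells stably carrying SNCA 5'UTR luciferase fusion; 0% = DMSO wells and 100% = positive control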
# HSP90 inh: HSP90 inhibitors, primary screen, cell lysate, luminescence; hit rate 0.91% among 290,000; AID 1789, 2009; Rabbit reticulocyte lysate, luciferase refolding luminescence, 3 h; inhibition, % at 5.6 µM;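 active = inhibition above the screen-wide mean plus 3 SD, computed separately per campaign, cut at about 16% in these data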;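 also: 0% = DMSO wells and 100% = 60 µM geldanamycin wells; inhibitors lower the luminescence because luciferase stays unfolded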
# HSF1 inh: HSF1 inhibitors in luciferase reporter cells, primary screen, cell-based, NIH3T3, luminescence; NIH3T3-HGL HSE-luciferase, MG132-induced, luminescence 8 h; hits give low values; activity change, negative = inhibition, % at 7.5 µM (by protocol); hit rate 0.77% among 300,000; AID 2098, 2009;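 active = more than half of replicate wells show activity change below -50%, luminescence cut by over half; inconclusive = some wells, but at most half, below -50%; inactive = no replicate well below -50%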;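 also: luciferase reports HSF-1 transcriptional activity via heat shock element; 0% = median of DMSO wells and -100% = zero luminescence signal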
# Platelet DG rel: inhibitors of platelet dense granule secretion, primary screen, cell-based, MLPCN, human platelets. human platelet-rich plasma, SFLLRN dense granule ATP release, luminescence. inhibition, %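 (compounds screened at 7.5 µM in platelet-rich plasma)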. hit rate 0.22% among 300,000;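 active = mean replicate score, as percent of positive control, at or above 50; inconclusive = mean below 50 but at least one replicate at or above 50; inactive = mean and every replicate below 50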
# Active calls of the source: *; ? = inconclusive; nt = not tested or not shown.
SMILES,HIF activator,KLF5 inhibitor,IEC-6 cytotox,SKKanGAS inh,AI-2 QS mod,HSF1 activator,aSyn 5UTR inh,HSP90 inh,HSF1 inh,Platelet DG rel
CCOC(=O)C(C(C)=O)=C1SC2CS(=O)(=O)CC2S1 (configuration not stated),-0.7,-27.3,3.6,3.0,14.3,0.1,11.0,-0.9,3.5,5.0
CC(C)(C)C(=O)Nc1cc(S(=O)(=O)Nc2ccc(Cl)cc2)ccc1Cl,-0.6,-10.4,-2.9,4.1,42.2,-0.4,16.7,0.8,6.8,-18.4
C/C(=C/C(=O)N1CCN(C)CC1)C(=O)O,-0.4,15.0,-10.1,-3.8,2.0,-87.1,19.5,9.7,-83.7*,-13.2
CCOC(=O)N/N=C/c1c(F)c(F)c(F)c(F)c1F,-0.5,-39.8,-7.5,0.8,9.2,-1.3,-34.7,-5.0,1.9,-5.1
O=C(Nc1nc2ccccc2[nH]1)c1ccc(F)cc1,-2.1,-15.1,6.5,-5.3,12.0,8.6,28.1,34.8*,11.3,9.8
CN(C)CCCN=Cc1c(O)n(Cc2ccc3c(c2)OCO3)c(=O)c2ccccc12,1.0,-3.7,4.0,3.1,0.8,17.9,-24.6,0.7,2.6,11.9
CC(C)n1c(S(=O)(=O)O)nc2ccccc21,-0.7,-36.6,-8.5,-5.5,5.1,12.9,2.9,-1.3,-2.2,1.1
O=[N+]([O-])c1ccc(O)c2ncccc12,0.0,7.2,-4.4,43.9,?,-61.4,72.5*,2.7,-54.8*,3.1
CCOC(=O)c1c(C)[nH]c(C)c1C(=O)COc1ncnc2cc([N+](=O)[O-])ccc12,-0.7,-6.4,-3.6,-2.1,4.2,66.1*,-11.9,1.9,16.6,-6.0
CN1CCN(c2nc(Nc3ccc(O)cc3)nc3ccccc23)CC1,-0.5,-17.3,2.2,-8.9,20.6,nt,0.3,-1.2,nt,-9.0
O=C(N/N=C/c1ccoc1)c1cccc(OC(F)(F)C(F)F)c1,0.8,nt,nt,1.0,31.1,31.8,8.2,nt,1.3,-6.8
O=C(Oc1cccc2c(OC(=O)N3CCOCC3)cccc12)N1CCOCC1,-0.2,-8.4,1.9,-17.1,11.9,8.3,-23.6,3.6,-1.4,-3.4
CCN(C(=O)COC(=O)/C=C/c1cnc2ccccc2n1)C1CCS(=O)(=O)C1 (configuration not stated),-1.2,-13.3,-1.7,4.8,3.2,25.4,-52.3,1.3,8.5,-44.8
Cc1ccc(C)c(N2CCN(C(=O)c3ccc(NS(=O)(=O)c4c(C)noc4C)cc3)CC2)c1,-0.2,3.2,5.3,26.3,-0.7,13.7,2.7,-2.0,4.5,4.1
O=C(Nc1cccc(Cl)c1Cl)c1ccc(-c2ccccc2)cc1,2.8,-3.3,0.5,-3.7,10.0,27.0,-158.8,-1.3,17.7,7.6
CCc1nnc(NC(=O)c2ccc3ccccc3n2)s1,-0.2,-106.4,5.0,8.2,-1.3,26.7,-196.4,8.3,11.5,0.1
CN1CCN(c2ccccc2NC(=O)c2cc(Br)ccc2Cl)CC1,-0.1,-14.8,1.2,-0.8,6.3,-6.0,-3.8,-2.7,-0.5,5.5
CC(=O)NC1CSCC1OC(C)=O (configuration not stated),-0.1,20.6,-0.1,-2.7,170.3,-5.1,16.3,-1.8,-1.1,-0.4
CCc1ccc(NC(=O)CSc2nnc(-c3ccco3)o2)cc1,0.2,-13.3,-3.8,2.1,-8.5,2.8,-17.9,3.1,0.4,-2.9
COc1ccccc1N1CCN(C(=O)CSc2nc(C)c(Cc3ccccc3)c(=O)[nH]2)CC1,0.6,-15.8,3.0,5.4,17.8,-5.3,30.7,0.8,11.7,2.8
CCN(CC(=O)Nc1c(F)cccc1F)C(=O)CCC(=O)c1ccc(F)cc1,-1.3,nt,nt,0.1,6.6,6.7,1.7,nt,-3.9,-1.4
Cc1ccc(-n2ncc3c(=O)n(CC(=O)NCc4ccco4)cnc32)cc1,1.3,-3.3,3.9,-10.3,3.8,-2.4,0.3,1.0,-5.7,1.7
CN1CCc2c(n(CC(O)CNCc3ccccc3)c3ccccc23)C1=O (configuration not stated),0.1,13.7,9.0,-11.9,-1.1,16.9,39.3,-3.4,2.0,3.0
COc1ccc(-c2cn[nH]c2-c2ccc(OCc3ccccc3)cc2O)cc1,1.4,0.5,-2.4,74.8*,11.9,-33.1,12.8,2.3,-20.7,10.9
CCOC(=O)N1CCN(C(=O)CN(Cc2ccccc2)S(=O)(=O)c2ccc(OC)c(Cl)c2)CC1,0.5,-53.4,5.8,2.5,10.8,5.0,-25.5,-1.6,2.9,0.3
Cc1cccc(C)c1NC(=O)/C(C#N)=C/c1ccc(-c2ccc(C(=O)O)cc2)o1,3.3,-122.9,-3.0,26.5,21.0,-9.3,-127.1,33.9*,-11.0,-0.4
O=C(OCC(CO)OC(CO)n1ccc(=O)[nH]c1=O)c1ccccc1 (configuration not stated),-1.3,-22.5,-4.6,-1.4,-2.4,9.1,6.8,2.4,1.9,6.4
Cc1cccc2sc(NC(=O)CSCc3ccccc3)nc12,0.0,-28.1,2.1,-9.5,32.0,20.7,-8.3,6.6,5.1,0.3
CCOc1ccc(NC(=O)c2ccc(NC(=S)NC3CCCCC3)cc2)cc1,-1.1,-26.8,6.5,9.8,14.3,13.8,37.5,-0.2,16.3,12.3
C=C(C)CC(c1ccccc1)N(C(C)=O)c1ccco1 (configuration not stated),-0.3,-28.2,-0.3,15.8,-6.0,4.3,4.6,-0.9,-0.2,-0.1
O=C(c1n[nH]c2ccccc12)N1CCN(c2ccc(F)cc2)CC1,1.5,-8.6,5.8,1.8,9.1,-5.8,-27.0,-1.5,0.6,6.1
O=C(CNC(=O)c1sc2ccccc2c1Cl)NCc1ccccc1,0.6,-4.7,10.2,-6.6,6.7,0.2,-17.4,2.4,-4.6,19.9
COc1cc(OC)c(S(=O)(=O)N2CCN(C(=O)c3ccccc3F)CC2)cc1NC(C)=O,0.0,-21.7,-2.5,3.5,13.9,5.2,6.1,0.6,-5.2,11.0
O=C(NCc1cccs1)c1cc(S(=O)(=O)N2CCOCC2)c(Cl)cc1Cl,0.0,-33.9,-4.6,2.5,3.3,35.4,-5.0,-3.5,2.5,2.3
CCOC(=O)c1c(CSc2ccccc2)oc2cc(Br)c(O)c(CN(C)C)c12,-0.3,-1.0,-6.5,3.8,9.9,16.4,-3.3,-3.7,0.6,-3.3
CCOC(=O)CN1CCC(c2ccccc2)CC1,0.0,3.1,-1.1,7.0,8.5,-4.3,-26.9,9.3,-7.6,-1.2
COc1cc([N+](=O)[O-])ccc1NC(=O)Cc1ccccc1,-0.1,-3.9,0.0,-2.6,-7.1,17.0,16.0,-0.5,-1.6,-2.0
O=C(NCCCN1CCCC1)Nc1cccc2ccccc12,-0.4,0.9,2.0,-4.5,17.5,0.9,-7.4,-0.6,-3.4,3.5
Cc1ccc(N2CC(C(=O)N3CCc4ccccc43)CC2=O)cc1 (configuration not stated),-0.1,-23.2,6.1,2.2,24.5,7.3,22.4,0.8,7.9,10.3
Cc1ccc(NC(=O)CN2CCOCC2)cc1Cl,0.5,-30.4,-1.3,-1.8,-0.3,-2.9,-7.2,-4.5,-2.2,nt
COc1ccc(OC2CCN(S(=O)(=O)c3ccc(C(C)=O)cc3)CC2)cc1,-0.8,-30.9,2.9,-5.9,15.2,3.2,-1.7,4.2,3.3,-0.5
COc1ccc(OC)c(-c2cc(C(=O)Nc3c(C)nn(Cc4ccccc4)c3C)no2)c1,-0.4,-1.1,-3.3,-6.7,10.9,15.5,?,-3.9,8.3,-1.5
Cc1ccccc1C(=O)Nc1ccc(N2CCN(C(=O)c3ccco3)CC2)cc1,-0.1,-19.7,-4.0,-1.2,14.7,-22.8,-11.5,-3.4,3.3,7.9
CC(=O)Nc1ccc(S(=O)(=O)Nc2ccccc2C(=O)N2CCCCCC2)cc1,0.4,-35.9,2.8,-0.3,8.1,-7.4,-1.1,0.4,-4.7,21.9
Cc1ccc2ncnc(NCCCCCC(=O)O)c2c1,0.0,-0.8,0.3,0.7,6.0,12.8,10.5,-0.2,-3.2,-3.2
O=C(CCCOc1ccccc1)N1CCN(C(=O)c2ccco2)CC1,1.4,-18.8,6.1,-6.2,25.6,-7.7,-48.0,0.0,2.4,2.4
Cc1[nH]n(-c2ccccc2)c(=O)c1C1(C(F)(F)F)C(=O)N(c2ccccc2)C2=C1C(=O)CC(C)(C)C2 (configuration not stated),-0.6,-57.3,-0.8,9.4,25.7,41.5,-26.9,4.0,19.0,-9.4
COc1ccc(N2CCN(C(=O)C(=O)c3cn(CC(=O)N4CCOCC4)c4ccccc34)CC2)cc1,0.1,-6.7,1.0,-2.3,32.7,0.8,-9.7,-2.6,-1.1,-4.4
CC(=O)c1c(O)cc2n(c1=O)-c1ccc(Cl)cc1C2(C)C,-0.7,3.8,-3.5,12.6,3.8,-3.5,39.1,-3.5,-7.5,9.5
CCOc1cc(N2CCOCC2)c(OCC)cc1NC(=O)COC(=O)CCOc1ccc(C(C)(C)C)cc1,-0.7,nt,nt,-1.5,10.2,8.0,5.8,nt,1.1,0.6
CSc1ncc(F)c(N(CCO)CCO)n1,0.2,-38.3,1.1,-21.2,14.2,5.5,0.7,3.4,-5.7,-14.4
COc1ccc(NC(=O)CCCn2cnc3ccccc3c2=O)c(OC)c1,-6.2,-42.4,-8.8,-5.4,2.7,-0.7,5.3,-3.3,-2.4,-3.3
Cc1ccc(-c2nn(C)c(=O)c3ccccc23)cc1S(=O)(=O)NCCN1CCOCC1,0.2,-31.5,-0.2,-8.5,7.5,18.1,13.3,1.3,3.7,2.0
O=C(N/N=C/c1cn(-c2ccccc2)nc1-c1ccc(F)cc1)c1ccc(Br)o1,0.3,-18.7,-2.1,26.4,22.0,5.0,-15.7,-0.5,-1.3,-0.1
Cc1ncc(C[n+]2csc(C)c2C)c(N)n1,-0.1,-13.7,-12.2,6.3,18.0,nt,6.7,-2.8,nt,-0.4
CCCCOc1ccc(N=Nc2ccc(N)nc2N)cn1,-57.1,-72.5,1.2,6.4,24.2,25.1,-300.0,-3.1,4.7,-11.8
CCc1cccc(CC)c1NC(=O)c1ccccc1,-0.4,-11.4,5.8,5.7,20.1,-2.4,-13.6,-1.9,3.7,-0.1
